# RBBP9 inhibitor: inhibitors of human serine hydrolase RBBP9; O75884; recombinant RBBP9, FP-Rh probe fluorescence polarization; inhibition, % at 7.94 µM; actives 0.2% (n = 220,000); AID 1515;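 active means inhibition above the campaign mean of all tested compounds plus 3 SD, cut at about 14% in these data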;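 further: plate controls were DMSO wells with RBBP9 for no effect and wells lacking RBBP9 protein for full effect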
# Target sequence (O75884 whole entry, looked up): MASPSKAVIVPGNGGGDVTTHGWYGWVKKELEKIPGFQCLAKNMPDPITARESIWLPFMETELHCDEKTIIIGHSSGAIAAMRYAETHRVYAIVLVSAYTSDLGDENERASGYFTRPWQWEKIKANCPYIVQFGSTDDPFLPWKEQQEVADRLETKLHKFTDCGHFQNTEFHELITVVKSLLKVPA
#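 Material: RBBP9 protein. Amount: RBBP9 at 2.5 µM in dispensed solution, before mixing. Schedule: 30 min then 45 min, 25 °C. Medium: Tris buffer pH 8.0, NaCl, Pluronic. Measured by: fluorescence polarization. Measure: percent inhibition from mP, scaled between DMSO and no-protein wells. Replication: one well per compound.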
# BaF3 parental: reduces parental Ba/F3 cell viability, JAK2V617F counter-screen; inhibition, % at 5.6 µM; CellTiter-Glo ATP luminescence; actives 1.1% (n = 220,000);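 active means inhibition above a per-campaign cutoff, the mean inhibition of all tested compounds plus 3 SD, cut at about 27% in these data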;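 further: 0% = DMSO wells and 100% = JAK Inhibitor I control wells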
# PPC-1+TRAIL kill: kills PPC-1 cancer cells in the presence of TRAIL; cell killing (% activity), % at 4 µM; AID 1443; PPC-1 cells + TRAIL, ATPLite viability luminescence; actives 0.41% (n = 220,000);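 active means cell killing above 50% in the first pass at 4 µM, then a duplicate retest at 5 µM averaging 50% or more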;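 further: plate controls were cells with TRAIL plus DMSO for no effect and medium-only wells lacking cells for full effect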
# TRPML3 ag: activates the human TRPML3 channel; Q8TDD5; HEK293 TRPML3-YFP, Fluo-8 calcium fluorescence; 100% = the carbachol control signal; activation, % at 3 µM; actives 0.29% (n = 220,000); AID 1448;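 active means activation above its plate's cutoff, the mean activation of the plate's test wells plus 3 SD, cut at about 12% in these data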;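 further: 0% = DMSO only wells and 100% = carbachol wells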
# Target sequence (Q8TDD5 whole entry, looked up): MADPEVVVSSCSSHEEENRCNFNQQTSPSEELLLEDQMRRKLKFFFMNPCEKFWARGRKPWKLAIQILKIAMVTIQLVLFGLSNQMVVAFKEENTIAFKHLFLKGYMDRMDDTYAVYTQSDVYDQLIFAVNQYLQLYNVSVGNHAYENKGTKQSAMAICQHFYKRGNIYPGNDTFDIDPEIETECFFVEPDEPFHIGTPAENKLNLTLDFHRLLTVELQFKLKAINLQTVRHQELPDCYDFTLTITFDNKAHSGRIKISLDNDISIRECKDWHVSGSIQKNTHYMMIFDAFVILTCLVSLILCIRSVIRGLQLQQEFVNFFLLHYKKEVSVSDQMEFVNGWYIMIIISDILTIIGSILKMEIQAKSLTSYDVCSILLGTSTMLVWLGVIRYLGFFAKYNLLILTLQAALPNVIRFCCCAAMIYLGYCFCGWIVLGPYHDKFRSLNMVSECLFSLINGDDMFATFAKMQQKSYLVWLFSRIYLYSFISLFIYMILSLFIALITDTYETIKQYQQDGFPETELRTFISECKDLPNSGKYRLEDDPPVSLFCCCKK
#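 Test system: TRPML3-YFP stable HEK293 cells. Doses: single point at 3 µM. Incubation: dye loading 1 h 37 °C then 30 min ambient, 125 s read. Signal: Fluo-8 calcium dye fluorescence, ex 470-495, em 515-575 nm. Measure: percent activation from peak-to-basal fluorescence ratio, scaled between DMSO and carbachol.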
# zfTRPN1 agonist: agonists of zebrafish TRPN1 channel; HEK293 zebrafish TRPN1-YFP, Fluo-8 calcium fluorescence; 100% = response to 87 µM carbachol; actives 0.18% (n = 220,000); AID 1424; activation, % at 3 µM;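 active means activation above its plate's cutoff, the mean activation of test wells on that plate plus 3 SD, cut at about 19% in these data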;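 further: 0% = DMSO alone and 100% = 87 µM carbachol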
#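 Material: zebrafish TRPN1-YFP in HEK293 cells. Doses: one dose of 3 µM, 0.3% DMSO. Incubation: dye 1 h 37 °C plus 30 min RT. Measured by: intracellular calcium fluorescence with Fluo-8.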
# Ba/F3 V617F tox: lowers viability of Ba/F3 cells expressing EpoR and JAK2V617F; ATP luminescence; inhibition, % at 5.6 µM; actives 1.1% (n = 220,000);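 active means inhibition above the campaign mean plus 3 SD over all tested compounds, cut at about 24% in these data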;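 further: cytokine-independent growth of Ba/F3 cells driven by EpoR plus mutant JAK2; 0% = DMSO-treated cells and 100% = JAK inhibitor I control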
# CHOP inh: blocks CHOP induction under ER stress. inhibition, % at 10 µM. actives 3.8% (n = 220,000). CHO-K1 CHOP-promoter luciferase, tunicamycin-induced, 15-18 h;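 active means compounds that reduced the stress-induced luciferase reporter signal by more than about 70% of percent inhibition, limit read from the data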;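 further: 0% = tunicamycin plus vehicle and 100% = wells without tunicamycin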
# Wee1 stabilizer: human Wee1 degradation inhibition, primary screen. P30291. HeLa Luc-Wee1K328M stability, luciferase luminescence; 100% = proteasome inhibitor MG132 effect. reporter increase, % at 5 µM. actives 1.2% (n = 220,000). AID 1321;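 active means activation above the mean of all tested compounds plus 3 SD, set per screening run, cut at about 8.8% in these data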;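 further: cells exposed to compound for 20 h before luminescence read; 0% = DMSO alone and 100% = MG132 at 30 µM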
# TNF necrop inh: TNF-alpha cell death inhibition in Jurkat FADD-/- cells | actives 0.068% (n = 220,000) | activation (protection from cell death), % at 10 µM | AID 463075 | Jurkat FADD-/- TNF necroptosis rescue, ATP luminescence, 24 h; 0 = TNF only, 100 = no-TNF cells;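 active means activation, meaning protection from cell death, of at least 50% relative to plate controls; inactive means activation below 50%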;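 further: necroptosis triggered by 40 ng/mL TNF-alpha added together with compound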
# * hit, by the source's call; . = not tested or not shown.
SMILES,RBBP9 inhibitor,BaF3 parental,PPC-1+TRAIL kill,TRPML3 ag,zfTRPN1 agonist,Ba/F3 V617F tox,CHOP inh,Wee1 stabilizer,TNF necrop inh
COc1ccc([N+](=O)[O-])cc1NC(=O)C(C)OC(=O)c1ccccn1 (stereo not given),-1.7,3.2,-11.2,0.2,0.1,1.1,8.9,-0.1,0.7
CC(=O)Nc1ccc(S(=O)(=O)NCc2ccc3c(c2)cc(C)n3C)cc1,-6.3,6.3,-0.9,0.8,1.9,-0.9,9.9,0.7,-4.2
CC(C)n1nnnc1SCC(=O)Nc1ccc2c(c1)OCCO2,-5.4,-12.8,4.5,0.6,0.8,-0.9,-25.1,5.5,16.8
Cc1nc(C)c2c(=O)cc(-c3ccccc3)[nH]c2n1,1.1,19.3,16.7,0.9,-0.4,22.1,.,0.6,-8.0
O=C(Nc1ccc(N2CCOCC2)cc1)C1CC(=O)N(c2ccc(F)cc2)C1 (stereo not given),-0.7,2.7,.,0.0,-1.0,-5.5,5.6,-0.1,-0.4
Cc1cccc(Cc2cnc(N3C(=N)SC(C)C3=O)s2)c1 (stereo not given),-1.6,10.8,11.5,1.9,1.2,1.1,-41.0,9.6*,-1.4
CC(NC(=O)Nc1nnc(C(F)(F)F)s1)N1C(=O)C2C3C=CC(C3)C2C1=O (stereo not given),8.2,0.9,7.2,0.4,-1.0,-4.4,14.4,-4.7,-1.2
O=C(COC(=O)C1c2ccccc2Oc2ccccc21)NC1CCS(=O)(=O)C1 (stereo not given),-2.4,1.3,8.9,-1.3,-2.0,0.2,23.3,-0.5,-1.1
O=C1c2ccccc2C(O)(Cc2ccccc2)N1CCCN1CCOCC1 (stereo not given),-8.8,3.8,-13.0,0.6,-0.8,-1.1,0.7,6.1,1.4
O=Cc1ccc(OCC(=O)N2CCOCC2)cc1,-7.0,7.0,15.3,0.6,0.1,-2.2,-31.0,-3.2,-0.4
Cc1sc2nc(C3CC3)nc(SCC(=O)N3CCc4ccccc4C3)c2c1C,-4.3,10.0,11.6,0.0,3.5,0.2,10.1,-0.3,-9.3
Cc1cccc(-c2nc(Nc3ccc(N4CCOCC4)cc3)c3ccccc3n2)c1,-2.1,3.0,36.0,-0.1,0.3,-2.3,36.7,2.2,2.0
COc1ccc(OC)c(-n2c(CNC3CCN(Cc4ccccc4)CC3)nc3ccccc3c2=O)c1,-0.5,6.2,6.1,0.4,0.7,3.2,20.3,-1.5,-0.9
Cc1cc(C)nc(-n2nc(C)c3c(=O)[nH]c(C(F)(F)F)nc32)n1,-1.4,6.0,9.1,0.2,0.9,-0.6,52.6,1.2,-0.7
O=[N+]([O-])c1cccc(S(=O)(=O)N/N=C/c2ccc(O)cc2)c1,-9.6,3.7,4.5,1.2,-0.3,1.2,-3.7,-1.6,0.3
CC(=O)Nc1cccc(S(=O)(=O)N2CCCCCC2)c1,-0.7,3.5,2.7,0.5,-0.9,2.3,0.9,-1.2,-2.5
C=CCN=C(C)C1=C(O)CCC1=O,4.2,3.7,9.7,0.9,0.0,-0.3,27.3,-0.7,-1.1
CCCn1c(=O)c2ccccc2n2c(Sc3nnnn3-c3ccccc3)nnc12,2.9,0.0,-4.0,0.7,1.1,-4.0,19.9,-4.0,1.0
COc1ccc(-c2cc(C(F)F)n3ncc(C(=O)Nc4cnn(Cc5ccccc5)c4)c3n2)cc1,-2.6,-3.8,18.4,0.9,-0.3,-4.4,16.0,-2.3,-2.3
C/C=C/c1ccc(OCCn2cncn2)c(OC)c1,-9.8,-0.2,-11.7,0.6,0.2,-1.7,15.9,-2.0,-1.4
COC(=O)C(Cc1cncn1COCc1ccccc1)NC(=O)OC(C)(C)C (stereo not given),1.4,12.2,3.0,0.5,0.5,4.9,-12.1,0.8,-0.2
Cc1cc(C)nc(SCCN(C)C)n1,-4.4,6.5,18.3,0.3,1.4,-1.2,12.6,-0.5,0.0
N#C/C(=C(/O)CO/N=C/c1ccccc1Cl)c1nc2ccccc2[nH]1,-1.4,0.1,9.1,1.3,-0.3,0.4,-14.4,-3.4,0.7
O=C(Cc1ccc2c(c1)OCCO2)N1CCN(S(=O)(=O)c2ccccc2C(F)(F)F)CC1,-8.3,7.8,15.1,0.2,0.6,2.6,24.0,7.8,1.2
O=C(OCC(=O)N1CCN(C(=O)c2ccco2)CC1)c1ccccc1,-9.8,-1.5,11.4,0.7,-0.7,-5.8,0.5,-2.6,0.0
Cc1c(C(=O)CN2CCSCC2)c2ccccc2n1C,6.3,6.9,-6.6,-0.3,0.6,3.7,35.6,-0.3,-1.6
C=CCSc1nc(N)cc(=O)[nH]1,1.7,-3.4,14.3,1.1,0.7,-0.5,14.8,0.5,0.3
Cc1c(-c2nnnn2-c2ccc(F)cc2)cnc2cc3c(cc12)OCO3,-5.4,1.6,4.1,-0.2,0.8,-0.8,19.8,-2.8,-0.9
COc1ccc2[nH]c(=O)c(CN(CCCN3CCOCC3)C(=O)NCc3ccccc3)cc2c1,-11.7,1.6,10.9,0.7,-0.2,0.2,-4.9,-1.2,-1.3
COc1ccc(C(=O)N/N=C/c2ccc(OC(=O)c3cccc4ccccc34)c([N+](=O)[O-])c2)cc1,-5.3,4.3,4.3,-0.1,-0.4,-2.8,18.3,7.9,-2.5
C=CCn1c(SCC(=O)NCCc2ccccc2)nnc1C(C)NC(=O)c1cccs1 (stereo not given),8.8,4.3,36.9,-0.1,-0.1,-1.2,3.5,0.8,-0.3
O=C1CN(S(=O)(=O)c2ccccc2)c2ccccc2N1,-9.0,0.0,.,0.7,0.3,-0.9,-12.4,4.9,0.5
Cc1cc(NC(=O)CN2CCN(S(=O)(=O)c3ccc4ccccc4c3)CC2)no1,-4.4,1.7,4.1,0.1,-2.1,1.8,0.0,1.7,-2.0
COc1cccc(C(C)NC(=O)c2c(F)cccc2Cl)c1 (stereo not given),-0.8,0.2,9.7,0.5,-1.1,-3.6,-14.0,-1.1,1.7
NS(=O)(=O)c1ccc(N/N=C/c2ccc3c(c2)OCO3)c([N+](=O)[O-])c1,-8.8,3.4,21.5,0.5,0.2,-1.9,-22.6,-2.5,-2.2
COc1ccc(-c2ccc(=O)n(CC(=O)Nc3nnc(C(C)C)s3)n2)cc1OC,-8.7,1.0,-15.4,0.1,0.3,-1.6,18.2,2.9,-1.1
COc1cc(-c2nnc(COC(=O)c3cc(C)nc4ccc(C)cc34)o2)cc(OC)c1OC,-5.8,0.0,-10.1,0.4,-0.5,-4.7,20.3,-0.6,-2.3
O=C1C=C(O)CC(c2ccc(Cl)c(Cl)c2)C1 (stereo not given),3.8,0.0,3.7,1.4,0.9,-0.5,-0.1,-0.6,0.8
CCCc1cc(=O)[nH]c(SCC(=O)Nc2ccc(OC(F)F)cc2)n1,-3.8,0.7,-21.4,0.5,-0.8,-3.0,40.7,-1.8,-3.4
CCC1(CC)NC(=O)N(CC(=O)N2N=C(c3ccc(Cl)cc3)CC2c2ccco2)C1=O (stereo not given),2.0,1.8,10.3,-0.3,-1.9,-6.9,53.7,-0.6,-3.9

# A draw from above in order of length of the SMILES, low to high:
SMILES,RBBP9 inhibitor,BaF3 parental,PPC-1+TRAIL kill,TRPML3 ag,zfTRPN1 agonist,Ba/F3 V617F tox,CHOP inh,Wee1 stabilizer,TNF necrop inh
C=CCSc1nc(N)cc(=O)[nH]1,1.7,-3.4,14.3,1.1,0.7,-0.5,14.8,0.5,0.3
O=C1C=C(O)CC(c2ccc(Cl)c(Cl)c2)C1 (stereo not given),3.8,0.0,3.7,1.4,0.9,-0.5,-0.1,-0.6,0.8
O=C1CN(S(=O)(=O)c2ccccc2)c2ccccc2N1,-9.0,0.0,.,0.7,0.3,-0.9,-12.4,4.9,0.5
CCCc1cc(=O)[nH]c(SCC(=O)Nc2ccc(OC(F)F)cc2)n1,-3.8,0.7,-21.4,0.5,-0.8,-3.0,40.7,-1.8,-3.4
C=CCn1c(SCC(=O)NCCc2ccccc2)nnc1C(C)NC(=O)c1cccs1 (stereo not given),8.8,4.3,36.9,-0.1,-0.1,-1.2,3.5,0.8,-0.3
COc1ccc(-c2ccc(=O)n(CC(=O)Nc3nnc(C(C)C)s3)n2)cc1OC,-8.7,1.0,-15.4,0.1,0.3,-1.6,18.2,2.9,-1.1
COc1cc(-c2nnc(COC(=O)c3cc(C)nc4ccc(C)cc34)o2)cc(OC)c1OC,-5.8,0.0,-10.1,0.4,-0.5,-4.7,20.3,-0.6,-2.3
CCC1(CC)NC(=O)N(CC(=O)N2N=C(c3ccc(Cl)cc3)CC2c2ccco2)C1=O (stereo not given),2.0,1.8,10.3,-0.3,-1.9,-6.9,53.7,-0.6,-3.9
COc1ccc(C(=O)N/N=C/c2ccc(OC(=O)c3cccc4ccccc34)c([N+](=O)[O-])c2)cc1,-5.3,4.3,4.3,-0.1,-0.4,-2.8,18.3,7.9,-2.5

# The results go on.
SMILES,RBBP9 inhibitor,BaF3 parental,PPC-1+TRAIL kill,TRPML3 ag,zfTRPN1 agonist,Ba/F3 V617F tox,CHOP inh,Wee1 stabilizer,TNF necrop inh
c1ccc(OCc2nn3c(Cn4nnc5ccccc54)nnc3s2)cc1,1.6,1.2,-7.5,0.1,-0.8,-2.7,-4.7,-0.7,0.5
O=C(Nc1ccncc1)c1cc2ccccc2o1,-5.8,3.3,8.6,0.3,0.1,-1.6,0.5,3.2,-4.7
Cc1ccc(-c2ccnc(=S)[nH]2)cc1,-7.5,-0.2,0.4,0.2,-0.3,-3.5,-11.3,-2.0,-3.1
O=C(CSc1nnc(Cc2ccccc2)o1)N1CCCc2ccccc21,-12.8,1.5,11.9,-1.4,1.3,0.8,48.3,5.6,10.6
